Screening results (PubChem)
NALP1 inh: NALP1 inhibition; actives 0.61% (n = 280,000); inhibition, % at 10 µM; S. cerevisiae NALP1/ASC/caspase-1 growth, X-gal OD620, 72 h; in the data active = inhibition mostly above about 24%, no sharp cut-off; inactive = mostly below about 32%; note: some compounds called inactive have numbers as strong as hits
MEKK2wt PB1 HTS: raises or lowers MEK5 binding to wildtype human MEKK2 PB1 domain. Q9Y2U5. bead flow cytometry, Alexa488-MEK5 binding to MEKK2 WT; actives lie on both sides. binding response (% of control), % at 10 µM. actives 1.1% (n = 290,000); in the data active = binding response below about 67% or above about 130%
NS3 helicase inh: inhibitors of Hepatitis C virus NS3 helicase. actives 0.56% (n = 290,000). NS3 helicase DNA unwinding, Cy5 molecular beacon fluorescence. inhibition, % at 10.9 µM;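 active = inhibition above the mean of all tested compounds plus 3 SD, set per campaign, cut at about 35% in these data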;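 note: 0% = DMSO wells and 100% = thioflavine S control wells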
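Assay system – hepatitis C virus NS3 helicase domain fragment enzyme · Buffer or medium – MOPS pH 6.5, MgCl2, DTT, Tween20, BSA · Reagent – Cy5/quencher beacon DNA duplex and ATP to start · Compound – single 10.9 µM dose · Timing – 1 h at 25 °C · Technique – Cy5 beacon fluorescence read at start and 1 h · Measure – % inhibition of unwinding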
UBC9 SUMO inh: inhibitors of human SUMOylation (UBC9) | P63279 | HTRF SUMOylation assay, SAE1/SAE2 + UBC9, in vitro | actives 0.36% (n = 290,000) | inhibition, % at 35 µM; in the data active = inhibition above about 50%, passing the limit was not always enough; note: strong numbers were not always called active
Target sequence (P63279 whole entry, looked up): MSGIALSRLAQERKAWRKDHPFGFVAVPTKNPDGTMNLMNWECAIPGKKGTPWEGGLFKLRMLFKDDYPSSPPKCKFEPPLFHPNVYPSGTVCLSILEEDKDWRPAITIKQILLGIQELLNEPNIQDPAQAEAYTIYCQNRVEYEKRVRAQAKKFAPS
IMP-1 inhibitor: blocks Pseudomonas aeruginosa IMP-1 metallo-beta-lactamase. actives 0.45% (n = 290,000). purified IMP-1, nitrocefin hydrolysis, epi-absorbance fluorescence. inhibition, % at 5.6 µM;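 active = inhibition above the mean plus 3 SD of all compounds in the same screening run, cut at about 4.5% in these data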;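 note: 0% = IMP-1 with DMSO and 100% = DMSO wells lacking enzyme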
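System: purified IMP-1 / Input: IMP-1 dispensed at 0.2 nM / Medium: 50 mM HEPES pH 7.1, 50 µM ZnSO4, 0.05% Brij 35 / Timing: 15 min enzyme–compound preincubation, then 25 min nitrocefin reaction, 25 °C / Technique: plate fluorescence quenching by hydrolysis product, ex 480/em 530 nm / Repeats: singlicate testing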
FID counter: fluorescent intercalator displacement, NS3 helicase counter-screen | actives 0.17% (n = 290,000) | DNA fluorescent intercalator displacement, fluorescence | AID 1845 | inhibition, % at 7.9 µM; in the data active = inhibition above about 37%;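 note: 0% = vehicle and 100% = reference compound; higher means more ethidium bromide displaced from hairpin DNA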
MEKK2mut PB1 HTS: signal of MEK5 binding to mutant human MEKK2 PB1 domain; actives 0.35% (n = 290,000); percent response, % at 10 µM; bead flow cytometry, Alexa488-MEK5 binding to MEKK2 mutant; in the data active = percent response above about 24%, passing the limit was not always enough; note: inactives centre near 1; some results filed as inactive read as strong as hits; reference of the scale not given here
PfM18AAP inh: blocks P. falciparum M18 aspartyl aminopeptidase | recombinant PfM18AAP, H-Glu-NHMec fluorogenic cleavage | inhibition, % at 7.35 µM | actives 1.2% (n = 290,000) | AID 1822;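 active = inhibition above the campaign mean inhibition over all tested compounds plus 3 SD, cut at about 28% in these data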;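 note: 0% = plate median of test compound wells and 100% = 2 mM ZnCl2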
VIM-2 inh: inhibitors of Pseudomonas aeruginosa VIM-2 metallo-beta-lactamase. purified VIM-2, nitrocefin hydrolysis, epi-absorbance fluorescence. inhibition, % at 5.6 µM. actives 0.89% (n = 290,000). AID 1527;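 active = inhibition above the mean of all tested compounds plus 3 SD, cutoff set per screening run, cut at about 7.5% in these data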;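 note: red hydrolysis product quenches plate fluorescence so inhibitors raise well fluorescence; 0% = enzyme with DMSO and 100% = DMSO without enzyme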
An asterisk follows results filed as active; . = not tested or not shown; & = joins results of further samples.

(1) CCn1ccnc1CN1CCc2c([nH]c3ccccc23)C1CC(C)C (stereo not drawn)
(2) CCOc1ccc(S(=O)(=O)N(CC)CC(=O)NCc2cccnc2)cc1C
(3) COCC1CCCN(Cc2cn(-c3ccccc3F)nc2-c2cc(C)sc2C)C1 (stereo not drawn)
(4) O=C(NCCc1ccccc1)C1CCN(S(=O)(=O)c2cccnc2)CC1
(5) Cc1ccc(S(=O)(=O)N(C)C)cc1NC(=S)NNC(=O)C(N)=O
assay / entry	1	2	3	4	5
VIM-2 inh	-3.0	-1.1	1.7	-3.2	5.1
IMP-1 inhibitor	0.2	-2.1	-0.3	-2.9	-2.5
MEKK2wt PB1 HTS	97	100	118	112	97
PfM18AAP inh	0	-11	-13	-3	24
MEKK2mut PB1 HTS	-5	0	9	13	-4
NALP1 inh	12	3	-1	-5	-30
NS3 helicase inh	-16	-3	-12	12	3
UBC9 SUMO inh	36	15	-3	19	-4
FID counter	17	-24	8	-3	-10

(6) COc1cc(C(=O)NS(=O)(=O)c2ccccc2C)ccc1Cc1cn(C)c2ccc(NC(=O)OC3CCCC3)cc12
(7) CCNc1nc(Cl)nc(-c2cn(-c3ccccc3)c3ccccc23)n1
(8) O=C(N/N=C/c1ccc(OC(=O)c2ccccc2Cl)cc1)c1ccc(O)cc1
(9) CCC(=O)c1c[nH]c(C(=O)NCc2ccco2)c1
(10) Cc1c(C(=O)N2CCCC2)oc2c1-c1[nH]ncc1CC2
assay / entry	6	7	8	9	10
VIM-2 inh	-1.4	-2.1	-3.3	-0.6	-0.2
IMP-1 inhibitor	0.6	-3.3	-3.8	-2.0	-0.5
MEKK2wt PB1 HTS	90&94	81	91	103	97
PfM18AAP inh	2	6	8	-9	20
MEKK2mut PB1 HTS	0&-3	2	-4	3	18
NALP1 inh	2	7	-4	27	12
NS3 helicase inh	7	4	8	3	4
UBC9 SUMO inh	72*	26	-8	6	-7
FID counter	-8	-11	-23	3	-2

(11) CC(C)COc1ccc(CSCCNC(=S)Nc2ccccc2)cc1
(12) O=C(Cc1cccs1)N(CC1CCCO1)C1(C(=O)NC2CCCCC2)CCCCC1 (stereo not drawn)
(13) O=[N+]([O-])c1c(NCc2ccccc2)cc(N2CCc3ccccc3C2)c2nonc12
(14) O=C(c1cccs1)C1C(c2ccc(Br)cc2)NC(=S)NC1(O)C(F)(F)F (stereo not drawn)
(15) CC(C)CNC(=O)c1cccc(NC(=O)COc2cccc([N+](=O)[O-])c2)c1
assay / entry	11	12	13	14	15
VIM-2 inh	-4.7	-0.7	-4.1	-1.9	-2.4
IMP-1 inhibitor	-2.9	-0.6	-6.1	-2.0	-2.5
MEKK2wt PB1 HTS	108	96	81	94	101
PfM18AAP inh	3	2	0	1	1
MEKK2mut PB1 HTS	1	-4	12	0	1
NALP1 inh	14	4	18	10	-4
NS3 helicase inh	-21	-3	7	1	2
UBC9 SUMO inh	-15	-15	55	5	4
FID counter	-19	-12	0	-9	-5

Given with two lines to a compound: entries from further up.
Every second line gives: VIM-2 inh | IMP-1 inhibitor | MEKK2wt PB1 HTS | PfM18AAP inh | MEKK2mut PB1 HTS | NALP1 inh | NS3 helicase inh | UBC9 SUMO inh | FID counter
#1 CCn1ccnc1CN1CCc2c([nH]c3ccccc23)C1CC(C)C (stereo not drawn)
→ -3.0 | 0.2 | 97 | 0 | -5 | 12 | -16 | 36 | 17
#2 CCOc1ccc(S(=O)(=O)N(CC)CC(=O)NCc2cccnc2)cc1C
→ -1.1 | -2.1 | 100 | -11 | 0 | 3 | -3 | 15 | -24
#3 COCC1CCCN(Cc2cn(-c3ccccc3F)nc2-c2cc(C)sc2C)C1 (stereo not drawn)
→ 1.7 | -0.3 | 118 | -13 | 9 | -1 | -12 | -3 | 8
#4 O=C(NCCc1ccccc1)C1CCN(S(=O)(=O)c2cccnc2)CC1
→ -3.2 | -2.9 | 112 | -3 | 13 | -5 | 12 | 19 | -3
#5 Cc1ccc(S(=O)(=O)N(C)C)cc1NC(=S)NNC(=O)C(N)=O
→ 5.1 | -2.5 | 97 | 24 | -4 | -30 | 3 | -4 | -10
#6 COc1cc(C(=O)NS(=O)(=O)c2ccccc2C)ccc1Cc1cn(C)c2ccc(NC(=O)OC3CCCC3)cc12
→ -1.4 | 0.6 | 90&94 | 2 | 0&-3 | 2 | 7 | 72* | -8
#7 CCNc1nc(Cl)nc(-c2cn(-c3ccccc3)c3ccccc23)n1
→ -2.1 | -3.3 | 81 | 6 | 2 | 7 | 4 | 26 | -11
#8 O=C(N/N=C/c1ccc(OC(=O)c2ccccc2Cl)cc1)c1ccc(O)cc1
→ -3.3 | -3.8 | 91 | 8 | -4 | -4 | 8 | -8 | -23
#9 CCC(=O)c1c[nH]c(C(=O)NCc2ccco2)c1
→ -0.6 | -2.0 | 103 | -9 | 3 | 27 | 3 | 6 | 3
#10 Cc1c(C(=O)N2CCCC2)oc2c1-c1[nH]ncc1CC2
→ -0.2 | -0.5 | 97 | 20 | 18 | 12 | 4 | -7 | -2
#11 CC(C)COc1ccc(CSCCNC(=S)Nc2ccccc2)cc1
→ -4.7 | -2.9 | 108 | 3 | 1 | 14 | -21 | -15 | -19
#12 O=C(Cc1cccs1)N(CC1CCCO1)C1(C(=O)NC2CCCCC2)CCCCC1 (stereo not drawn)
→ -0.7 | -0.6 | 96 | 2 | -4 | 4 | -3 | -15 | -12

(further entries)
(16) CCOC(=O)c1sc2nc(C)c3c(c2c1N)CC(C)(C)OC3
(17) CC(C)(C#CCN1CCCC1)OCCC#N
(18) O=c1[nH]c(C2CCN(S(=O)(=O)/C=C/c3ccccc3)CC2)nc2c1nnn2Cc1ccc(F)cc1
(19) CC(=O)NC1=NN(C(C)=O)C(C)(c2ccco2)S1 (stereo not drawn)
(20) O=C(NC1CCSC1)c1cccc(Cl)c1 (stereo not drawn)
assay / entry	16	17	18	19	20
VIM-2 inh	0.1	1.1	-2.8	0.7	1.2
IMP-1 inhibitor	-1.1	0.3	-2.8	-2.6	1.3
MEKK2wt PB1 HTS	102	104	97	89	70
PfM18AAP inh	-2	6	-2	4	-17
MEKK2mut PB1 HTS	1	9	-2	-9	-20
NALP1 inh	-8	-2	-2	-3	12
NS3 helicase inh	4	2	-17	3	9
UBC9 SUMO inh	36	5	3	0	21
FID counter	-1	3	-41	1	2

(21) O=C(Nc1ccccc1C(=O)NCCc1ccccc1)c1cnccn1
(22) O=C(NCc1ccccc1)c1ccc(CN(c2ccccn2)S(=O)(=O)c2ccccc2)cc1
(23) Cc1cccc(OCCOC(=O)Nc2ccccc2)c1
(24) COc1cccc2c(SCC(=O)N/N=C/c3ccc(O)c(O)c3)cc(C)nc12
(25) CCOC(=O)C1(CCOC)CCN(C(C)CCc2ccc(OC)cc2)CC1 (stereo not drawn)
assay / entry	21	22	23	24	25
VIM-2 inh	-3.0	-0.4	-0.6	-4.2	-6.2
IMP-1 inhibitor	-1.5	-0.8	-2.1	-3.1	-3.4
MEKK2wt PB1 HTS	107	105	103	102	95
PfM18AAP inh	-3	-9	-1	66*	2
MEKK2mut PB1 HTS	7	4	-2	-1	-5
NALP1 inh	11	14	34	-10	9
NS3 helicase inh	-6	0	-10	-6	-1
UBC9 SUMO inh	3	9	-3	36	4
FID counter	-21	-30	-7	0	4

(26) CCCN(CCC)CCCNC(=O)Cn1cnc2sc(C)c(S(=O)(=O)N3CCC(C)CC3)c2c1=O
(27) c1ccc(CSc2nnc3ccc(-c4ccncc4)nn23)cc1
(28) COc1cccc(CN(C)C(=S)Nc2cccc(C)c2)c1
(29) Cc1cc(C)cc(N(CC(=O)Nc2cc(C)ccc2C)S(=O)(=O)c2c(C)[nH]c(=O)[nH]c2=O)c1
(30) COc1ccc(CNC(=O)c2cc(-c3cccs3)on2)cc1
assay / entry	26	27	28	29	30
VIM-2 inh	-1.9	-3.0	-2.4	-2.2	-0.6
IMP-1 inhibitor	-2.7	-3.1	-1.9	-1.3	-3.4
MEKK2wt PB1 HTS	112	103	98	104	92
PfM18AAP inh	3	-1	2	-3	2
MEKK2mut PB1 HTS	3	-2	5	2	-8
NALP1 inh	8	-25	-8	13	9
NS3 helicase inh	-2	10	10	3	-2
UBC9 SUMO inh	-20	21	-4	4	24
FID counter	2	-1	-2	-58	-9

(31) O=[N+]([O-])c1ccc(CCNc2cccc3ccccc23)c([N+](=O)[O-])c1
(32) COc1ccccc1NC(=O)Nc1ccc(F)c(F)c1
(33) CN(C)CCN(C(=O)C1=COCCO1)c1nc2ccc(Cl)cc2s1
(34) COC(=O)[C@@]1(Cc2ccc(OC)cc2)[C@H]2c3cc(C(=O)N4CCCC4)n(CCc4c[nH]c5ccc(O)cc45)c3C[C@H]2CN1C(=O)c1ccccc1
(35) CC(C)=CC(=O)Nc1nnc(-c2ccccc2C)s1
assay / entry	31	32	33	34	35
VIM-2 inh	0.9	-2.3	2.5	-2.6	-1.5
IMP-1 inhibitor	-1.6	-2.8	3.2	-4.7	-3.2
MEKK2wt PB1 HTS	96	104	111	93	96
PfM18AAP inh	-2	-1	17	-1	-2
MEKK2mut PB1 HTS	10	3	2	-4	4
NALP1 inh	26	-2	18	9	-5
NS3 helicase inh	-1	2	14	4	11
UBC9 SUMO inh	45	-17	6	-20	15
FID counter	0	2	24	-12	3

(36) N#Cc1ccc(CSc2nnc(NC(=O)c3ccc4ncsc4c3)s2)cc1
(37) CCN(CC)S(=O)(=O)c1ccc(NC(=O)Nc2cccc(C(F)(F)F)c2)cc1
(38) CCOc1ccc(N(CC(=O)Nc2ccc(OC)cc2)S(=O)(=O)c2c(C)[nH]c(=O)[nH]c2=O)cc1
(39) COc1ccccc1C1C2=C(COC2=O)Nc2cc3c(cc21)OCO3 (stereo not drawn)
(40) Cc1nonc1NC(=O)CSc1nc(C23CC4CC(CC(C4)C2)C3)nc2ccccc12
(41) O=C(NCC(O)c1ccc([N+](=O)[O-])cc1)C1CCCCC1 (stereo not drawn)
assay / entry	36	37	38	39	40	41
VIM-2 inh	-2.0	-0.2	1.5	-5.1	-2.1	-2.7
IMP-1 inhibitor	-2.0	-0.9	-0.7	-2.0	-1.8	-3.0
MEKK2wt PB1 HTS	95	144*	96	103	109	96
PfM18AAP inh	9	-3	-19	4	-13	8
MEKK2mut PB1 HTS	-5	26	-2	0	10	-3
NALP1 inh	11	4	10	-7	.	6
NS3 helicase inh	-4	-16	-1	1	2	-4
UBC9 SUMO inh	-71	-10	5	6	-5	8
FID counter	1	-3	-35	-9	-2	-3
